USP2a block: qHTS Assay for Inhibitors of Ubiquitin-specific Protease USP2a Using CHOP2 as the Reporter. AID 463254, 2010. Potency, µM (titrated, usually from 38.3 µM), for the others: at the highest dose activity change, negative = inhibition, usual class: inhibitors. USP2 core, Ub-CHOP2 coupled fluorogenic reporter, 485/531. 330,000 compounds, 0.01% hits. Ubiquitin carboxyl-terminal hydrolase 2 (Homo sapiens), O75604;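 further: potency means the concentration at half of the fitted maximal effect; plate controls were DMSO wells for no effect and full inhibition by NEM control for full effect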
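Cell-free coupled assay: 10nM USP2 core preincubated 30min RT with compound in Tris-HCl pH 8.0/CaCl2/CHAPS buffer, then 25nM Ub-CHOP2 and 25nM reporter substrate; fluorescence (Ex 485/Em 531) read after 60min RT, normalized to NEM inhibition, concentration-response curves fitted.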
S-ASM inh: Inhibitors of Secretory Acid Sphingomyelinase (S-ASM): qHTS | Sphingomyelin phosphodiesterase (Homo sapiens), P17405 | placental ASM, HMU-PC fluorogenic substrate, 60 min | Potency, µM (titrated, usually from 57.5 µM), inactives show at the highest dose activity change, negative = inhibition, actives largely listed as inhibitors | 340,000 compounds, 0.006% hits; further: potency means the concentration at half of the fitted maximal effect
Target sequence (P17405 47-631 limits assumed): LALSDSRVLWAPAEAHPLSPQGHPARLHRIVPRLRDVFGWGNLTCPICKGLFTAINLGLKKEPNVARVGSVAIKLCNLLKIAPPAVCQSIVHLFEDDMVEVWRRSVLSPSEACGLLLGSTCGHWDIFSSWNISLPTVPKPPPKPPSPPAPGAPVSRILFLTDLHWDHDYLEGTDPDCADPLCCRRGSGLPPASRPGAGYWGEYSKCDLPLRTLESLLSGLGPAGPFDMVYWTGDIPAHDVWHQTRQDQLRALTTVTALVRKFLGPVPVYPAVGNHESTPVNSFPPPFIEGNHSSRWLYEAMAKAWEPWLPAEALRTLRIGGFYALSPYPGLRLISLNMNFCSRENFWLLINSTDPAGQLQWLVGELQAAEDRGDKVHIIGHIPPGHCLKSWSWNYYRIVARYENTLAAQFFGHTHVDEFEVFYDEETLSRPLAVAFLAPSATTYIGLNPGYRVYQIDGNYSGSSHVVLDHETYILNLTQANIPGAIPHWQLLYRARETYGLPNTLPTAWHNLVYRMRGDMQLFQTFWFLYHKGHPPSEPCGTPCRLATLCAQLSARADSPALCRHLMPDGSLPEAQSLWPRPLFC
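qHTS format. ASM enzyme prepared from human placenta hydrolyses the fluorogenic substrate HMU-PC0 (9 uM final) over 60 min at 37 °C after a 10 min compound preincubation.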
PTAP TSG101 blk: qHTS Assay for Iinhibitors of HIV-1 Budding by Blocking the Interaction of PTAP/TSG101; Potency, µM (titrated, usually from 115 µM), for inactives: at the top dose activity change, negative = inhibition, usual class: inhibitors; Tumor susceptibility gene 101 protein (Homo sapiens), Q99816; Fluorescence polarization, FITC-PTAP peptide / Tsg101 binding; 340,000 tested, under 10 active; active means well fitted inhibition curve with a large enough effect in the main read-out, with a control signal flat, not every such curve was filed as active; inconclusive means small, poorly fitted or top-dose-only effect, or effect the other way, or a change in a side signal; inactive means no such curve, though single readings can be large or run the other way; further: potency means the concentration at half of the fitted maximal effect; % of control where 0% means no effect
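Fluorescence anisotropy tracks displacement of a FITC-tagged PTAP peptide (50 nM) from the Tsg101 binding domain (10 uM), following a 20 min room-temperature incubation at pH 7.5.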
BRCA1 expr up: qHTS Assay to Identify Small Molecule Activators of BRCA1 Expression | Potency, µM (doses to about 46.1 µM), without a hit: at the highest dose activation, most hits filed as activators | MCF7-BRCA1-FFLuc reporter, luminescence, 48 h; response scale: scaled: vehicle 0%, 10 µM genistein 100% | 380,000 compounds, 1.1% hits; further: potency means the concentration at half of the fitted maximal effect; nearly all actives have a fitted effect of over 80% in size; some results filed as inactive show a strong effect at the top dose
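MCF7-BRCA1-FFLuc, 2000 cells/well; 2 h attach, 37 °C/5% CO2; compound 48 h; luciferase substrate 15 min; luminescence end-point. Norm. to genistein 10 microM max activation and DMSO; concentration-response curves fitted.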
p53 reactivation: qHTS assay for re-activators of p53 using a Luc reporter; H1299 p53-A138V BP100-luciferase reporter, luminescence, 24 h; Potency, µM (top dose mostly 92.2 µM), for inactives: at the highest dose activity change, positive = activation, most hits filed as activators; 320,000 compounds, 0.063% hits; AID 504706, 2011; further: potency means the concentration at half of the fitted maximal effect; % of control where 0% means no effect; nearly all actives have a fitted effect of over 45% in size
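p53-null H1299 cells stably carrying temperature-sensitive p53-A138V and a BP100-luciferase reporter were pinned with compounds (4-point, 1:5 series) and held 24 hrs at 37 deg C. Luminescence was read 10 min after detection reagent.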
uPA surface inh: qHTS for Inhibitors of Cell Surface uPA Generation; Potency, µM (doses to about 38.3 µM), for the others: top-dose activity change, negative = inhibition, usual class: inhibitors; 330,000 compounds, 0.31% hits; cell surface uPA generation assay, qHTS; active means well fitted inhibition curve with a large enough effect; inconclusive means small, poorly fitted or top-dose-only effect; inactive means no such curve, though single readings can be large or run the other way; tested in mouse RAW 264.7 cells; further: potency means the concentration at half of the fitted maximal effect; on the % scale 0 is the no-effect control and ±100 the full control effect; nearly all actives have a fitted effect of over 55% in size
B2AR arrestin: qHTS assay of beta-arrestin-biased ligands of beta2-adrenergic receptor. Beta-2 adrenergic receptor (Homo sapiens), P07550. beta-arrestin recruitment to beta2AR, cell-based reporter. Potency, µM (top dose mostly 46.1 µM), inactives show top-dose activation, hits mostly activators. 330,000 compounds, 0.02% hits. AID 492947, 2010;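 further: potency means the concentration at half of the fitted maximal effect; 0% = DMSO controls and full agonism = EC100 isoproterenol or metaproterenol; nearly all actives have a fitted effect of over 65% in size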
Target sequence (P07550 whole entry, looked up): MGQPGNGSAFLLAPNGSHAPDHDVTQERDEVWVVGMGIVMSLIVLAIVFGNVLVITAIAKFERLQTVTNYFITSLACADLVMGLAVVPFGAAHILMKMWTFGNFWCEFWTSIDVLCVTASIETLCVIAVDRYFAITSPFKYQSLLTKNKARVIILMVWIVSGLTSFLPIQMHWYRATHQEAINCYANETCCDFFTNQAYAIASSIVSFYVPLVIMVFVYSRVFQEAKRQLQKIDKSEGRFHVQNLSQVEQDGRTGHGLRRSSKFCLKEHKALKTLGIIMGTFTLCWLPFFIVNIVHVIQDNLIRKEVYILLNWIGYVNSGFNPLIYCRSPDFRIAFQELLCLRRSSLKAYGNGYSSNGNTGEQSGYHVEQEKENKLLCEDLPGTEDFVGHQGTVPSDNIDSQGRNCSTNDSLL
TRPV1 ag: HTS Assay for Compounds that Act as Agonists of the Vanilloid Receptor 1 | activation, % at 8.33 µM | 320,000 compounds, 0.19% hits | TRPV1-expressing cells, Fluo-8 calcium influx, agonist mode | Transient receptor potential cation channel subfamily V member 1 (Homo sapiens), Q8NER1 | AID 540275, 2011; in the data active means activation above about 80%; inconclusive means between about 30% and that limit; further: 0% is about no effect
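TRPV1-expressing cells were cultured overnight at 35.5C and loaded with Fluo-8 calcium dye for 40 to 90 min at room temperature. After a 10 s baseline, compound was added and calcium influx was read kinetically for 3 min (ex 480/em 520 nm).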
ELG1 genotox: qHTS screen for small molecules that induce genotoxicity in human embryonic kidney (HEK293T) cells expressing luciferase-tagged ELG1 | HEK293T ELG1-luciferase reporter, luminescence, 16 h | Potency, µM (doses to about 46 µM), for the others: at the top dose activity change, positive = activation, most hits filed as activators | 330,000 compounds, 1.3% hits; further: potency means the concentration at half of the fitted maximal effect; % of control where 0% means no effect; nearly all actives have a fitted effect of over 60% in size
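Luminescence read-out: rising ELG1-luciferase signal, reflecting elevated ELG1 protein under genetic stress, flags genotoxic compounds. Cells were treated for 16 hr at 37 °C before ONE-Glo detection.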
Eya2 inh: qHTS Assay for Inhibitors of the Phosphatase Activity of Eya2; Protein phosphatase EYA2 (Homo sapiens), O00167; recombinant Eya2, OMFP fluorescence dephosphorylation (OMFP is methylfluorescein phosphate); Potency, µM (series often up to 76.9 µM), for the others: top-dose activity, negative = inhibition, most hits filed as inhibitors; 330,000 compounds, 0.006% hits; AID 488837, 2010; further: potency means the concentration at half of the fitted maximal effect; on the % scale 0 is the no-effect control and ±100 the full control effect
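Eya2 protein (added as 0.2 uM solution) was preincubated with compound for 10 min at ambient temperature in 50 mM HEPES pH 7.5, 50 mM NaCl, 5 uM MgCl2, 0.05% BSA, 1 mM DTT. OMFP (added at 50 uM) then reacted 10 min; fluorescence read at 485/525 nm.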
a7 integrin act: qHTS for Activators of Integrin-Mediated Alleviation for Muscular Dystrophy; alpha7betagal myoblasts, beta-gal FDG fluorescence, 48 h; Potency, µM (top dose mostly 38.3 µM), for the others: at the highest dose activation, hits mostly activators; 350,000 compounds, 0.064% hits; AID 624291, 2012;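 further: potency means the concentration at half of the fitted maximal effect; 100% = response of the positive control SU9516; nearly all actives have a fitted effect of over 60% in size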
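alpha7betagal+/- myoblasts (passage 13, 250/well) treated 48 h at 37C with compounds at 1:260 dilution of DMSO stock. Lysed, then beta-galactosidase activity read as FDG fluorescence (ex 480/em 540) after 30 min, with pre-read for autofluorescence.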
* marks the source's active call; other numbers are inactive results; ? = inconclusive; . = not tested or not shown; [ ] = dose if it differs, or a comment. Unless noted, the call rests on the fitted dose curve; in most records, active means well fitted curve in the direction sought with a large enough effect; inconclusive means small, poorly fitted or top-dose-only effect, or another doubt; inactive means no such curve, though single readings can be large; an effect the other way counts as inactive or inconclusive. Compounds were not picked by outcome; about 2.6% have a hit in one of these screens.

SMILES,USP2a block,S-ASM inh,PTAP TSG101 blk,BRCA1 expr up,p53 reactivation,uPA surface inh,B2AR arrestin,TRPV1 ag,ELG1 genotox,Eya2 inh,a7 integrin act
OCCOc1ccc(CN2CCCC(N3CCN(c4ccc(F)cc4)CC3)C2)cc1 (configuration not stated),1.0%,3.9%,-8.8%,-0.6%,.,?,-0.3%,-0.8,0.8%,-7.1%,-4.0%
CCOC(=O)c1[nH]c2ccc(OC)cc2c1NS(=O)(=O)c1ccc(Cl)s1,0.1%,-1.9%,-1.5%,-44.3%,5.9%,-8.5%,0.2%,?,-0.1%,2.7%,-1.3%
C=CCSc1nnc(-c2ccc([N+](=O)[O-])cc2)o1,-0.3%,-6.3%,-11.1%,10µM*,?,-12.4%,-0.7%,-0.7,?,-27.4%,17.7%
C/C(CC(=O)Nc1ccc2c(c1)OCO2)=N\NC(=O)c1ccc(N)cc1,-0.3%,1.0%,2.2%,20.2%,-0.7%,-8.0%,-0.9%,7.6,2.4%,6.1%,26.3%
Cc1cc(-c2nnc3n2N=C(C(C)(C)C)CS3)n[nH]1,2.9%,1.3%,1.4%,-7.9%,4.7%,0.6%,0.1%,13.8,2.2%,4.1%[15.4 µM],-1.0%
COc1ccc(CCNC(=O)c2cc(-c3ccncc3)nc3c(Cl)cccc23)cc1OC,3.1%,0.6%,-3.0%,-13.3%,-3.4%,0.5%,0.0%,-3.2,-11.3%,5.0%,-9.5%
O=C(NCc1ccccn1)Nc1ccc(F)cc1F,-0.9%,-0.6%,-8.6%,61.3%,13.1%,0.6%,-1.0%,1.6,8.0%,-6.9%,?
COc1cc(CNCc2ccccn2)ccc1OCc1c(Cl)cccc1Cl,1.0%,-1.3%,-8.6%,-55.7%,-0.3%,6.7%,0.3%,2.6,-0.4%,6.1%,0.0%
COC(=O)C1=C(C(=O)c2ccc(C)cc2)C(c2ccc(O)c(OC)c2)n2nnnc2N1 (configuration not stated),-1.2%,4.0%,-4.6%,1.3%,2.2%,-3.6%,-4.3%,-9.2,0.4%,-22.4%,6.6%
Cc1ccc(C(=O)NCCc2csc(-c3cccnc3)n2)cc1,-0.1%,-0.9%,-6.2%,88.8%,7.7%,?,-0.4%,6.2,?,13.5%,15.1%
Cc1ccc(CNC(=O)c2sc3nc4c(c(C(F)(F)F)c3c2N)CCC4)cc1,0.6%,4.5%,-3.7%,-3.1%,-16.9%,6.1%,0.4%,1.8,2.0%,-4.3%,23.1%
CCCN(CC(=O)Nc1ccc(C(N)=O)cc1)CC(=O)Nc1ccc(F)c(F)c1F,2.4%,-2.1%,-2.5%,-5.7%,-1.2%,8.9%,-0.4%,-2.6,-2.7%,0.0%,?
COc1ccc(CN(C)C(=O)c2cnc(OC)cc2C(F)(F)F)c(OC)c1,2.2%,-0.6%,-3.6%,-0.5%,-2.2%,8.4%,-0.1%,0.3,-7.6%,-1.0%,-28.0%
Cc1cc(Br)ccc1NC(=O)CN(C)C(=O)C1=COCCO1,3.4%,4.3%,-4.4%,5.6%,1.4%,-5.0%,0.3%,.,0.7%,8.5%,11.1%
COCCNc1cc(C)nc2ccccc12,1.2%,-0.5%,-5.4%,1.2%,-0.8%,5.2%,-0.5%,-0.4,-2.8%,3.0%,-6.1%
CC(=O)Nc1ccc(SCC(=O)c2cc(C)n(-c3ccccc3)c2C)cc1,2.4%,.,-7.6%,96.6%,68.4%,0.9%,0.3%,22.6,?,-5.0%,30.6%
CC1=C/C(=C(/c2ccc(O)c(C)c2)c2ccccc2S(=O)(=O)O)C=CC1=O,-10.8%,1.7%,-1.9%,-23.6%,-12.3%,-29.3%,-0.4%,-3.4,-1.1%,-14.2%,-20.2%
O=c1c(CN2CCN(c3cccc(Cl)c3)CC2)coc2c(Cl)cc(Cl)cc12,0.4%,-3.7%,-6.2%,-8.8%,-4.4%,3.5%,-1.3%,4.1,-0.2%,-2.0%,-12.8%
CCN(CC)CCN1C(=O)C(=O)/C(=C(/O)c2ccc(C)cc2)C1c1ccncc1 (configuration not stated),1.4%,.,.,.,-4.6%,.,-0.1%,4.5,0.9%,6.8%,.
CN(C(=O)c1cccc(NC(=O)Cc2ccc(NC(=O)C3CCCN(C(=O)CCc4ccccc4)C3)cc2)c1)C1CC1 (configuration not stated),.,-0.2%,-2.1%,-24.5%,.,-8.1%,.,.,.,.,-6.8%
O=C(CC(=O)c1ccccc1)c1ccccc1,.,-1.9%,2.5%,50.4%,.,-6.1%,.,.,.,.,12.4%
COc1ccc(-c2cc(C(=O)NCc3cccs3)no2)cc1,0.0%,-0.3%,-0.1%,107.0%,7.7%,-4.5%,-0.9%,0.1,?,-2.4%,0.0%
CCOc1ccc(N(CC(=O)NC2CCCC(C)C2C)S(=O)(=O)c2c(C)noc2C)cc1 (configuration not stated),-1.4%,-5.1%,0.7%,-23.0%,6.8%,2.6%,0.1%,15.6,-3.0%,-0.7%,15.2%
O=C(NC1CCN(C(=O)Nc2cccc(Cl)c2)CC1)c1ccco1,3.0%,-2.1%,-1.6%,-9.1%,-2.6%,-2.2%,0.0%,0.5,1.2%,-5.4%,0.7%
COc1ccc(C(=O)Nc2oc(-c3ccccc3)c(-c3ccccc3)c2C#N)cc1,1.6%,-10.2%,-7.6%,-71.1%,3.3%,-13.9%,-0.2%,?,-5.4%,-20.2%,-24.5%
CC(C)CNC(=O)COC(=O)c1cc(Cl)cc(Cl)c1N,5.1%,344.3%[activator],-4.9%,3.7%,-2.3%,-0.4%,-1.2%,0.2,4.1%,-16.6%,5.9%
O=C(COc1ccc(Cl)cc1)NCc1nnc(SCC(=O)c2ccccc2)o1,-1.2%,-1.1%,-5.3%,-13.4%,-8.4%,4.3%,-0.1%,-3.7,-5.4%,14.2%,-32.8%
O=C(O)C1Cc2ccccc2CN1S(=O)(=O)c1ccccc1 (configuration not stated),6.5%,-0.8%,0.5%,-3.5%,1.9%,2.7%,0.3%,1.0,-0.1%,9.2%,-26.5%
Cc1ccc2c(c1)C1(C)C(C(C)(C)N2C=O)C1(Cl)Cl (configuration not stated),-0.2%,1.5%,-1.1%,1.8%,-5.0%,12.1%,0.0%,3.6,1.4%,-1.8%,13.8%
CCOC(=O)[C@H]1[C@H]2COc3cc(OC)ccc3[C@@H]2N2C(=O)c3c(C)cc(C)cc3NC(=O)[C@@]12C,-3.0%,-3.5%,-5.2%,-15.0%,-10.1%,-0.7%,-0.5%,.,-1.3%,0.0%,14.6%

SMILES,USP2a block,S-ASM inh,PTAP TSG101 blk,BRCA1 expr up,p53 reactivation,uPA surface inh,B2AR arrestin,TRPV1 ag,ELG1 genotox,Eya2 inh,a7 integrin act
CCCCN(C(=O)Cc1coc2cc(C)c(C)cc12)c1c(N)n(Cc2ccccc2)c(=O)[nH]c1=O,0.9%,3.6%,-2.9%,-7.0%,-5.8%,-3.3%,-0.5%,-1.0,-0.6%,18.7%,9.0%
O=C(CCNc1n[nH]c(=O)[nH]c1=O)N1CCCCC1,2.9%,0.7%,-1.2%,2.0%,1.1%,.,0.0%,-2.1,-0.2%,6.1%,?
CC(=O)c1c(C)[nH]c(C(=O)OCC(=O)Nc2cc(C(F)(F)F)ccc2N2CCOCC2)c1C,0.5%,-19.1%,-2.1%,-62.8%,-7.3%,-6.1%,-0.3%,0.8,0.4%,-1.7%,-13.9%
CCN(CC)C(=O)CSc1nnc(-c2ccccn2)n1Cc1ccccc1,3.9%,-2.6%,-7.5%,-13.6%,-3.3%,2.4%,-0.6%,?,-1.7%,-25.5%,-13.1%
Cc1cc(C)nc(NC(=O)CSc2nc3ccccc3o2)n1,5.5%,4.7%,-9.7%,68.0%,11.9%,.,-0.7%,-5.3,?,25.0%,-3.7%
